TAAR1 antag: human TAAR1 antagonism | 360,000 compounds, 1.5% hits | Q96RJ0 | CHO RD-HGA16 TAAR1, Fluo-8 calcium fluorescence, antagonist | inhibition, % at 3 µM;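 active means inhibition above a per-plate cutoff, the mean inhibition of test compounds on that plate plus 3 SD, cut at about 49% in these data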;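 further: 0% = DMSO plus EC80 beta-PEA response and 100% = DMSO alone without agonist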
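Test system: hTAAR1-expressing CHO RD-HGA16 cells, Gα16-coupled; Probe or stimulus: EC80 β-phenethylamine stimulus; Compound dosing: single nominal final test compound concentration of 3 µM; Timing: 140 s kinetic read after compound, 140 s after agonist; Signal: Fluo-8 calcium-sensitive fluorescence; Measure: % inhibition of agonist calcium response; Controls: DMSO and EC80 PEA controls.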
CHO-K1 Ca PAM: M1 PAM counterscreen hit in parental CHO-K1 cells | 360,000 compounds, 0.02% hits | ATP EC20, Fluo-8 calcium fluorescence; 0% at ATP EC20, 100% at ATP max | activation, % at 3 µM;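 active means activation above the run cutoff, the mean activation of all test compounds plus 3 SD, cut at about 40% in these data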;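 further: peak over basal fluorescence ratio in a 140 s read after ATP addition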
CRFR2-BP ag: agonists of human CRF-binding protein/CRF-R2 receptor complex; AID 588473; activation, % at 13.2 µM; 350,000 compounds, 0.46% hits; HEK293 CRF-R2/CRF-BP, calcium dye fluorescence (FLIPR); percent of saturating CRF peptide response;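 active means activation of at least 50%, plus an integration ratio under a set limit after plate pattern correction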;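 further: plate controls were neutral control wells without compound for no effect and CRF at EC100 for full effect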
CHRM4 PAM: CHRM4 positive allosteric modulation; activation, % at 3 µM; 360,000 compounds, 0.4% hits; CHO-K1 hM4/Gqi5, Fluo-8 calcium fluorescence, ACh EC20; 0% = ACh EC20, 100% = maximal ACh; AID 624126;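 active means activation above its plate's cutoff, the mean activation of sample wells plus 3 SD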; further: some results filed as inactive read as strong as hits
Target sequence (P08173 whole entry, looked up): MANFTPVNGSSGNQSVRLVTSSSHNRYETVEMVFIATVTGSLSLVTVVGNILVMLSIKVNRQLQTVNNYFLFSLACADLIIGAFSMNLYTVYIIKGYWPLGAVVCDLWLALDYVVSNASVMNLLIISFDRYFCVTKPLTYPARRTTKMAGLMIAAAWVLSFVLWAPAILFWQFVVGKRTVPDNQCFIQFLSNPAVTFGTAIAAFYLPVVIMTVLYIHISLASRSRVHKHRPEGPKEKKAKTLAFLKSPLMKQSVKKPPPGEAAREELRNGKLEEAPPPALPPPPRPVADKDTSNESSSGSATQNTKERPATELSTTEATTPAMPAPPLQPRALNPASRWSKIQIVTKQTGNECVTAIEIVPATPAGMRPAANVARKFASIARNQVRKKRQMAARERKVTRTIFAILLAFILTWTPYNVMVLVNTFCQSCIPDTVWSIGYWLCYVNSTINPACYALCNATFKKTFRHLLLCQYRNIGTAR
CRFBP-R2 block: blocks CRF-induced signaling of the CRF-BP/CRF-R2 complex; 350,000 compounds, 0.59% hits; AID 588475; inhibition, % at 11.8 µM; HEK293 CRF-R2/CRF-BP, CRF-induced calcium fluorescence;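 active means inhibition of the ligand-induced calcium signal above about 50% at the single tested concentration, limit read from the data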
M5 ag: CHRM5 agonism in calcium assay; CHO-K1 hM5 cells, Fluo-8 calcium fluorescence; 0% DMSO wells, 100% maximal acetylcholine response; activation, % at 3 µM; 360,000 compounds, 0.19% hits;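 active means activation above the run's mean over test compounds plus 3 SD, cut at about 23% in these data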;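 further: signal is peak over basal fluorescence ratio across the kinetic read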
Target sequence (P08912 whole entry, looked up): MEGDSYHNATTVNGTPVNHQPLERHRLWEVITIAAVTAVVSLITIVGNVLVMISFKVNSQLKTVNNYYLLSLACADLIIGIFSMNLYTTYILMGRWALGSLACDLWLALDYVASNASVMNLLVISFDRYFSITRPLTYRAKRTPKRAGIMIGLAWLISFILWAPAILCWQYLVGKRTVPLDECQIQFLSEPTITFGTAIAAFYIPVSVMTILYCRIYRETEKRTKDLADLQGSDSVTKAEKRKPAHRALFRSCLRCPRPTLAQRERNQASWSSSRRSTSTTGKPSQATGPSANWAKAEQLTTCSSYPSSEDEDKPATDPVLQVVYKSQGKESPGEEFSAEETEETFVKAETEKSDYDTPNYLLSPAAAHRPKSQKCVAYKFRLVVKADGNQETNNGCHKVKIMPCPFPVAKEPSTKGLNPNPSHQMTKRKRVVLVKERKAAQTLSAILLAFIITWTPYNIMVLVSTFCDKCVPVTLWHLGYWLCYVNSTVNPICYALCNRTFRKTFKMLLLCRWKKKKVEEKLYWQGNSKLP
TAAR1 ag: human TAAR1 agonism. CHO RD-HGA16 TAAR1, Fluo-8 calcium fluorescence; vehicle wells 0%, saturating PEA agonist 100%. activation, % at 3 µM. 360,000 compounds, 0.99% hits. AID 624467;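 active means activation above the mean activation of all test compounds in the run plus 3 SD, cut at about 38% in these data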
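Test system: RD-HGA16 (CHO) cells co-expressing Gα16 and hTAAR1; dosing: one-point dosing at 3 µM (nominal); timing: 17-24 h seeding, 75 min 37 °C dye, 30 min RT; signal: kinetic Fluo-8 calcium fluorescence; read-out basis: % activation relative to PEA EC100 response; controls: DMSO and PEA EC100; replicates: n 1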
CHRM5 antagonist: antagonists of human muscarinic M5 receptor (CHRM5); CHO-hM5 cells, Fluo-8 calcium fluorescence, ACh EC80; inhibition, % at 3 µM; 360,000 compounds, 0.59% hits; AID 624040;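 active means inhibition above a per-plate cutoff, the mean of that plate's test compounds plus 3 SD, cut at about 27% in these data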;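 further: 0% = acetylcholine EC80 with DMSO and 100% = DMSO without agonist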
M5 PAM: potentiates acetylcholine response at human M5 receptor; activation, % at 3 µM; 360,000 compounds, 0.3% hits; CHO-K1 hM5, Fluo-8 calcium, ACh EC20 PAM; 0% = ACh EC20, 100% = ACh EC100; AID 624038; P08912;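 active means activation above the run cutoff, the mean activation of all test compounds plus 3 SD, cut at about 18% in these data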
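Assay system: CHO-K1 hM5 cells / Incubation: Fluo-8 loading 80 min at 37 °C plus 30 min room temperature / Technique: Fluo-8 calcium dye fluorescence, kinetic read / Repeats: single replicate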
Numbers without * were called inactive.

For Cn1c(SCC(=O)n2c3c(c4ccccc42)CCCC3)nnc1-c1ccccc1 the results were TAAR1 antag 0, CHO-K1 Ca PAM -6, CRFR2-BP ag -0.3, CHRM4 PAM -6, CRFBP-R2 block 2, M5 ag -2, TAAR1 ag 14, CHRM5 antagonist 0 and M5 PAM 1.
Nc1nonc1C(=O)N/N=C\c1cc2c(cc1Cl)OCO2 was read as TAAR1 antag -23, CHO-K1 Ca PAM -11, CRFR2-BP ag -1.4, CHRM4 PAM 1, CRFBP-R2 block -8, M5 ag -2, TAAR1 ag 6, CHRM5 antagonist 5 and M5 PAM 2.
`Nc1ccc(C(=O)OCC(=O)Nc2ccc([N+](=O)[O-])cc2C(F)(F)F)cc1` gave TAAR1 antag 7, CHO-K1 Ca PAM 21, CRFR2-BP ag 0.4, CHRM4 PAM 1, CRFBP-R2 block 14, M5 ag -2, TAAR1 ag 1, CHRM5 antagonist -1 and M5 PAM -4.
For Cc1ccc(Cn2c(=O)c3c(ncn3C)n(C)c2=O)cc1 the results were TAAR1 antag 11, CHO-K1 Ca PAM -14, CRFR2-BP ag 4.0, CHRM4 PAM 4, CRFBP-R2 block 8, M5 ag -1, TAAR1 ag 3, CHRM5 antagonist 10 and M5 PAM 1.
Screening CCOC(=O)C(NCCCCl)c1ccccc1 (stereo unspecified) returned TAAR1 antag -17, CHO-K1 Ca PAM 3, CRFR2-BP ag -0.9, CHRM4 PAM 0, CRFBP-R2 block -8, M5 ag -5, TAAR1 ag 11, CHRM5 antagonist 1 and M5 PAM 1.
O=C(Nc1ccccc1C(F)(F)F)N1CCN(C(c2ccccc2)c2ccccc2)CC1 was read as TAAR1 antag -9, CHO-K1 Ca PAM 12, CRFR2-BP ag 0.0, CHRM4 PAM -27, CRFBP-R2 block 22, M5 ag -8, TAAR1 ag -3, CHRM5 antagonist 30* and M5 PAM -18.
For CC(C)Oc1ccc(C(CC(=O)O)NC(=O)Cc2ccccc2)cc1 (stereo unspecified) the results were TAAR1 antag -3, CHO-K1 Ca PAM 14, CRFR2-BP ag -1.4, CHRM4 PAM -8, CRFBP-R2 block 5, M5 ag 5, TAAR1 ag 2, CHRM5 antagonist 8 and M5 PAM -6.
Screening Cc1ccc(N(C(=O)c2nsc(Cl)c2Cl)C(C(=O)NC2CCCC2)c2ccc(O)cc2)cc1C (stereo unspecified) returned TAAR1 antag 6, CHO-K1 Ca PAM 27, CRFR2-BP ag -6.2, CHRM4 PAM -9, CRFBP-R2 block 88*, M5 ag -7, TAAR1 ag 3, CHRM5 antagonist 6 and M5 PAM -9.
For COC(=O)CN(c1ccc(C)cc1)S(=O)(=O)c1c(C)[nH]c(=O)[nH]c1=O the results were TAAR1 antag 14, CHO-K1 Ca PAM 24, CRFR2-BP ag 0.5, CHRM4 PAM -2, CRFBP-R2 block -1, M5 ag -1, TAAR1 ag -2, CHRM5 antagonist -5 and M5 PAM 10.
For CC(C)(C)NC(=O)CN(Cc1ccc(F)cc1)C(=O)Cn1nnc(-c2ccc(F)cc2)n1 the results were TAAR1 antag 7, CHO-K1 Ca PAM 3, CRFR2-BP ag -1.2, CHRM4 PAM 18, CRFBP-R2 block 2, M5 ag 0, TAAR1 ag 17, CHRM5 antagonist -7 and M5 PAM 3.
For CC(C)C[C@H](NC(=O)Nc1ccc2c(c1)OCCO2)C(=O)O the results were TAAR1 antag -15, CHO-K1 Ca PAM 22, CRFR2-BP ag -1.1, CHRM4 PAM 2, CRFBP-R2 block 12, M5 ag -3, TAAR1 ag 5, CHRM5 antagonist 7 and M5 PAM -3.
For CSc1n[nH]c(/N=C/c2oc(O)c3ccccc23)n1 the results were TAAR1 antag 9, CHO-K1 Ca PAM 34, CRFR2-BP ag 2.9, CHRM4 PAM 6, CRFBP-R2 block -6, M5 ag -5, TAAR1 ag 1, CHRM5 antagonist -9 and M5 PAM 3.
Screening F[B-](F)(F)COCc1ccccc1Br returned TAAR1 antag -1, CHO-K1 Ca PAM 17, CRFR2-BP ag -0.4, CHRM4 PAM 0, CRFBP-R2 block -15, M5 ag 1, TAAR1 ag 1, CHRM5 antagonist -1 and M5 PAM -1.
`COC(=O)c1ccccc1C(=O)N1CCCC(CNC(=O)c2ccc(F)cc2)C1` (stereo unspecified) gave TAAR1 antag -10, CHO-K1 Ca PAM 7, CRFR2-BP ag -1.7, CHRM4 PAM 1, CRFBP-R2 block -5, M5 ag -1, TAAR1 ag 0, CHRM5 antagonist -8 and M5 PAM 2.
O=C(Nc1ccc(F)cc1)c1cccc(N2C(=O)C3C4C=CC(C4)C3C2=O)c1 (stereo unspecified) was read as TAAR1 antag -6, CHO-K1 Ca PAM -3, CRFR2-BP ag -0.3, CHRM4 PAM 0, CRFBP-R2 block -6, M5 ag 0, TAAR1 ag 3, CHRM5 antagonist -3 and M5 PAM -2.
`Cc1ccc(NC(=O)c2ccc(CNc3c(N4CCC(C)CC4)c(=O)c3=O)cc2)cc1` gave TAAR1 antag -4, CHO-K1 Ca PAM -12, CRFR2-BP ag -0.7, CHRM4 PAM -4, CRFBP-R2 block 6, M5 ag 2, TAAR1 ag 9, CHRM5 antagonist 6 and M5 PAM 2.
`O=C(NCC1(c2ccccc2)CCCC1)C(=O)NCC1(c2ccccc2)CCCC1` gave TAAR1 antag -7, CHO-K1 Ca PAM 15, CRFR2-BP ag 12, CHRM4 PAM -1, CRFBP-R2 block -2, M5 ag -1, TAAR1 ag 13, CHRM5 antagonist -2 and M5 PAM 4.
Screening CCOC(=O)c1c(NC(=O)CSc2nnc(-c3c[nH]c4ccccc34)n2CCOC)sc2c1CCCC2 returned TAAR1 antag -13, CHO-K1 Ca PAM 10, CRFR2-BP ag -0.9, CHRM4 PAM -1, CRFBP-R2 block 13, M5 ag -2, TAAR1 ag -1, CHRM5 antagonist -1 and M5 PAM -5.
Screening CC1CC(C)(C)CC2(C1)NC(=O)N(CC(=O)Nc1cc(C(F)(F)F)ccc1N1CCCCC1)C2=O (stereo unspecified) returned TAAR1 antag -20, CHO-K1 Ca PAM 5, CRFR2-BP ag 2.6, CHRM4 PAM 4, CRFBP-R2 block -25, M5 ag 1, TAAR1 ag -1, CHRM5 antagonist -4 and M5 PAM 1.
Screening COc1cc(CN2CCN(c3ccccc3C)CC2)cc([N+](=O)[O-])c1O returned TAAR1 antag -7, CHO-K1 Ca PAM -4, CRFR2-BP ag -0.8, CHRM4 PAM -1, CRFBP-R2 block 6, M5 ag -1, TAAR1 ag -1, CHRM5 antagonist -9 and M5 PAM 2.
For CCOC(=O)c1ccc(NC(=O)CN2C(=O)CSC(C)C2=O)cc1 (stereo unspecified) the results were TAAR1 antag -1, CHO-K1 Ca PAM 16, CRFR2-BP ag 0.4, CHRM4 PAM -2, CRFBP-R2 block -4, M5 ag 3, TAAR1 ag 1, CHRM5 antagonist 0 and M5 PAM -1.
COc1ccccc1C(=O)Nn1c(C)nc2ccccc2c1=O was read as TAAR1 antag -12, CHO-K1 Ca PAM 12, CRFR2-BP ag -0.8, CHRM4 PAM -2, CRFBP-R2 block -26, M5 ag -5, TAAR1 ag 8, CHRM5 antagonist 5 and M5 PAM 0.
Screening O=C(COC(=O)c1ccccc1[N+](=O)[O-])Nc1cc(S(=O)(=O)N2CCOCC2)ccc1N1CCCC1 returned TAAR1 antag -7, CHO-K1 Ca PAM 10, CRFR2-BP ag -1.0, CHRM4 PAM -6, CRFBP-R2 block 4, M5 ag -4, TAAR1 ag 3, CHRM5 antagonist 5 and M5 PAM -5.
Screening COc1ccc(C2(O)C(=O)Nc3ccccc32)cc1 (stereo unspecified) returned TAAR1 antag -13, CHO-K1 Ca PAM 8, CRFR2-BP ag -0.2, CHRM4 PAM 8, CRFBP-R2 block -3, M5 ag 0, TAAR1 ag 3, CHRM5 antagonist -2 and M5 PAM 2.
For CC(C)(C)C1CCc2c(C(=O)NNC(=O)CCCC(=O)O)csc2C1 (stereo unspecified) the results were TAAR1 antag 3, CHO-K1 Ca PAM 26, CRFR2-BP ag -0.8, CHRM4 PAM -1, CRFBP-R2 block 32, M5 ag -2, TAAR1 ag 1, CHRM5 antagonist 7 and M5 PAM -5.
COc1ccc(/C(C)=N/NC(=O)CNC(=O)/C=C\c2ccccc2)c(OC)c1 was read as TAAR1 antag -8, CHO-K1 Ca PAM 18, CRFR2-BP ag -1.6, CHRM4 PAM 3, CRFBP-R2 block -8, M5 ag -3, TAAR1 ag -2, CHRM5 antagonist -3 and M5 PAM 2.
For CCCc1nn2c(=O)cc(CSCC(=O)Nc3ccccc3OC)nc2s1 the results were TAAR1 antag -4, CHO-K1 Ca PAM 10, CRFR2-BP ag -1.2, CHRM4 PAM -1, CRFBP-R2 block -2, M5 ag -3, TAAR1 ag 3, CHRM5 antagonist 10 and M5 PAM 0.
O=C(CCc1ccccn1)NC1CCCc2c1cnn2-c1ccc(F)cc1F (stereo unspecified) was read as TAAR1 antag -28, CHO-K1 Ca PAM 13, CRFR2-BP ag -2.8, CHRM4 PAM -14, CRFBP-R2 block 10, M5 ag 7, TAAR1 ag -1, CHRM5 antagonist 3 and M5 PAM -3.
Screening OCCC1CN(Cc2cnn(-c3ccc(F)cc3)c2)CCN1Cc1ccsc1 (stereo unspecified) returned TAAR1 antag -3, CHO-K1 Ca PAM -10, CRFR2-BP ag -2.0, CHRM4 PAM -6, CRFBP-R2 block -6, M5 ag -4, TAAR1 ag 2, CHRM5 antagonist 10 and M5 PAM -1.
Screening CCC1CCCCN1CC(O)Cn1c2ccccc2n2c(=O)cc(C)c(C#N)c12 (stereo unspecified) returned TAAR1 antag -6, CHO-K1 Ca PAM 20, CRFR2-BP ag -4.3, CHRM4 PAM 1, CRFBP-R2 block 34, M5 ag -5, TAAR1 ag 1, CHRM5 antagonist -11 and M5 PAM 7.
Screening CC(=O)Nc1nc(SCC(=O)NCC2CCCO2)[nH]c(=O)c1NC(=O)c1cccs1 (stereo unspecified) returned TAAR1 antag 10, CHO-K1 Ca PAM 1, CRFR2-BP ag -2.9, CHRM4 PAM 15, CRFBP-R2 block 5, M5 ag 2, TAAR1 ag 2, CHRM5 antagonist -12 and M5 PAM 13.
For CC(Sc1nnc(Cc2cccs2)n1C)C(=O)Nc1ccc(C(N)=O)cc1 (stereo unspecified) the results were TAAR1 antag -7, CHO-K1 Ca PAM 15, CRFR2-BP ag 0.0, CHRM4 PAM 6, CRFBP-R2 block 6, M5 ag -1, TAAR1 ag 2, CHRM5 antagonist 8 and M5 PAM 0.

Copied from the entries so far for reference:
For CC(C)(C)C1CCc2c(C(=O)NNC(=O)CCCC(=O)O)csc2C1 (stereo unspecified) the results were TAAR1 antag 3, CHO-K1 Ca PAM 26, CRFR2-BP ag -0.8, CHRM4 PAM -1, CRFBP-R2 block 32, M5 ag -2, TAAR1 ag 1, CHRM5 antagonist 7 and M5 PAM -5.
COc1ccc(/C(C)=N/NC(=O)CNC(=O)/C=C\c2ccccc2)c(OC)c1 was read as TAAR1 antag -8, CHO-K1 Ca PAM 18, CRFR2-BP ag -1.6, CHRM4 PAM 3, CRFBP-R2 block -8, M5 ag -3, TAAR1 ag -2, CHRM5 antagonist -3 and M5 PAM 2.
